High-throughput results deposited in PubChem BioAssay by several laboratories.
LMPTP block: blocks human LMPTP phosphatase; recombinant LMPTP-A, OMFP fluorogenic substrate, fluorescence intensity; inhibition, % at 20 µM; 360,000 compounds, 0.22% hits;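 active = compounds that cut the enzyme signal by at least half of the control window in the single-dose screen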;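 also: plate controls were DMSO wells with enzyme plus substrate for no effect and substrate without enzyme for full effect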
Target sequence (P24666 whole entry, looked up): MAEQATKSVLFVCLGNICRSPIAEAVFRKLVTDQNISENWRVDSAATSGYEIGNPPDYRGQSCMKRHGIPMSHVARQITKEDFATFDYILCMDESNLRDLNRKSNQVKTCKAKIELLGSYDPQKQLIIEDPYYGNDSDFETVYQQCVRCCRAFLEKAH
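material = LMPTP-A | quantity = 0.625 nM enzyme | reagent = OMFP substrate, 400 µM final | buffer or medium = Bis-Tris pH 6.0, DTT, detergent | detection = endpoint fluorescence intensity from OMFP dephosphorylation | dosing = single 20 µM dose | read-out basis = % inhibition relative to no-enzyme and uninhibited control wells | control set = no-enzyme and uninhibited controls | timing = 50 min at room temperature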
NadD inh: NadD (S. aureus) enzyme inhibition. inhibition, % at 20 µM. 360,000 compounds, 0.78% hits. purified NadD enzyme, colorimetric absorbance read-out; in the data active = inhibition above about 26%; also: some compounds past the cut are filed as inactive
Rin1 Abl inh: inhibitors of human Rin1-Abl protein interaction; 360,000 compounds, 0.4% hits; TR-FRET Rin1/Abl binding, biochemical; inhibition, % at 7.35 µM; in the data active = inhibition above about 5%, passing the limit was not always enough
Neddylation inh: cullin neddylation inhibition | calls only at 25 µM | TR-FRET cullin neddylation, biochemical | P61081+Q13564 | 360,000 compounds, 0.58% hits; in the data active = inhibition above about 36%
CSN deneddyl inh: CSN deneddylation inhibition; Q92905; Purified CSN, SCF-Nedd8-OG deneddylation, fluorescence polarization; inhibition, % at 12.5 µM; 360,000 compounds, 0.38% hits; AID 651999;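 active = pattern-corrected inhibition above about 35%, with an unprinted fluorescence ratio check between 0.5 and 1.5, limit read from the data, passing the limit was not always enough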;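 also: 0% = enzyme with substrate and 100% = substrate without enzyme; some results filed as inactive read as strong as hits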
Target sequence (Q92905 whole entry, looked up, one chain of several): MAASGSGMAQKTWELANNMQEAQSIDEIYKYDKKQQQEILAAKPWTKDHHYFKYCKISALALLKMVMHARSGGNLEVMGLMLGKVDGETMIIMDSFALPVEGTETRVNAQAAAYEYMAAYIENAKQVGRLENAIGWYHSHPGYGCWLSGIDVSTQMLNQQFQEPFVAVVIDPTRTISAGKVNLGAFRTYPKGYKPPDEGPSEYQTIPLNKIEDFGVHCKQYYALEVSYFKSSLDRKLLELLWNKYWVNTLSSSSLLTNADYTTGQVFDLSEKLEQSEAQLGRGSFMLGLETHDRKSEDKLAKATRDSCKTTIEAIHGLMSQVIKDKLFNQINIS
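Assay system: HEK293T-derived human Csn5 enzyme; quantity: 0.24 nM enzyme; medium: Tris/NaCl/DTT buffer, pH 7.5; also added: substrate SCFSkp2-Nedd8OG, 10 nM; doses: 12.5 µM compound; schedule: 90 min reaction at room temperature; signal: FP; read-out: % inhibition of substrate cleavage by Csn5; benchmarks: substrate-only high control, full reaction low control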
Rpn11 block: blocks the human proteasome subunit Rpn11; human 26S proteasome, Ub4-pepOG fluorescence polarization; 20S core pre-blocked with epoxomicin; calls only at 20 µM; 360,000 compounds, 0.59% hits;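 active = inhibition at 20 µM, scaled to each plate's controls, above about 33%, limit read from the data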
SUMO1-SIM PPI: SUMO1-SIM interaction modulation; P63165; 360,000 compounds, 0.33% hits; inhibition, % at 20 µM; SUMO1 binding to a labelled peptide, TR-FRET, 1 h; in the data active = inhibition above about 37%
Scp-1 inhibitor: Scp-1 (human) phosphatase inhibition; Q9GZU7; Recombinant Scp1, phosphopeptide, malachite green phosphate absorbance; inhibition, % at 20 µM; 340,000 compounds, 0.88% hits; AID 493091;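 active = inhibition above about 50% at 20 µM, limit read from the data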;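 also: plate controls were DMSO wells with enzyme for no effect and wells lacking enzyme for full effect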
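Test system: SCP-1 phosphatase catalytic domain, residues 76-261; measured by: colorimetric phosphate reagent with accelerator and stabiliser, absorbance at 630 nm; timing: enzyme reaction 45 min at room temperature, colour 5 min, stabilisation 30 min; also added: Phosphorylated 17-residue peptide substrate; compound dosing: one concentration, 20 µM, with 1.0% DMSO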
STEP block: STEP (human) phosphatase inhibition | 360,000 compounds, 0.25% hits | AID 588621 | inhibition, % at 20 µM | recombinant STEP, OMFP fluorogenic substrate, fluorescence | P54829;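 active = inhibition at 20 µM, scaled per plate between control wells, above about 37%, limit read from the data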;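 also: 0% = DMSO with enzyme and substrate and 100% = substrate only without enzyme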
Target sequence (P54829 whole entry, looked up): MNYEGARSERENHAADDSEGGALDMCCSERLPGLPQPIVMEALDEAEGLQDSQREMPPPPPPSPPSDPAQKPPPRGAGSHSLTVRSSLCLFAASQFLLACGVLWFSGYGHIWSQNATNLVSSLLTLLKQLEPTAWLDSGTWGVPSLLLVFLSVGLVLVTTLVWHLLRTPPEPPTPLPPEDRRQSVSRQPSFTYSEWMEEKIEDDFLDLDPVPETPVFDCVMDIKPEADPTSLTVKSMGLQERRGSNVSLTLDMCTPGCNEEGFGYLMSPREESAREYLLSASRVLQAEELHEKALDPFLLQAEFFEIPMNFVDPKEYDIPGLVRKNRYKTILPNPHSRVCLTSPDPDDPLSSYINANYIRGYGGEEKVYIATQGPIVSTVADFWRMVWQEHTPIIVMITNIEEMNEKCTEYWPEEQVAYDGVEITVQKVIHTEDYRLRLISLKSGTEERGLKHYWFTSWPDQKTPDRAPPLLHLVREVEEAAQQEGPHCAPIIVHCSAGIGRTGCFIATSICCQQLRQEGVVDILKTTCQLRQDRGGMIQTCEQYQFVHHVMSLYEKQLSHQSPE
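Material: STEP (striatal-enriched tyrosine phosphatase) enzyme, cell-free | Medium: 50 mM Bis-Tris pH 6.0 with 2.5 mM DTT and 0.005% Tween 20 | Read-out: Percent inhibition scaled to no-enzyme and uninhibited-enzyme controls, plate-pattern corrected | Signal: Fluorescence read at 480 nm ex / 540 nm em | Times: 20 min reaction, room temperature, in the dark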
DNMT1 block: DNMT1 (human) enzyme inhibition; DNMT1 molecular beacon, Hinp1I cleavage, fluorescence; P26358; 360,000 compounds, 0.83% hits; inhibition (reported as % activation of signal), % at 10 µM; in the data active = inhibition above about 50%
An asterisk follows results filed as active; i = inactive; · = not tested or not shown. Compounds were not picked by outcome; overall some 3.8% were active at least once.

SMILES	LMPTP block	NadD inh	Rin1 Abl inh	Neddylation inh	CSN deneddyl inh	Rpn11 block	SUMO1-SIM PPI	Scp-1 inhibitor	STEP block	DNMT1 block
COc1ccc(N2CCN(C(=O)c3c(Cl)cnn3C)CC2)cc1	-1.1	-2.7	3.1	i	5.7	i	-1.3	1.7	2.2	2.1
Cc1cc(NC(=O)CSc2nnc3ccccn23)no1	-1.8	-7.4	3.3	i	3.0	i	1.0	-8.6	2.3	-0.9
O=C(CN1C(=O)c2ccccc2S1(=O)=O)c1ccc(OC(F)F)cc1	0.2	4.4	0.5	i	0.3	i	14.8	-7.1	-1.8	-2.4
O=C(COc1ccccc1)N1CCc2ccccc21	-1.1	-7.6	2.9	i	-1.5	i	1.7	-0.8	0.6	1.0
CCCCCOP(=O)(c1ccccc1)c1ccccc1	-0.6	-2.7	3.1	i	-0.6	i	-0.2	-4.4	-3.6	4.7
CCc1ccc(C(=O)Nc2nnn(CC)n2)cc1	-0.6	-3.6	-0.5	i	-5.9	i	0.6	-6.5	-3.5	9.2
CCOC(=O)c1csc(NC(=O)CSc2nnnn2-c2cccc(OC)c2)n1	-0.1	1.2	-2.2	i	2.8	i	0.6	-1.2	-0.1	6.0
CCOC(=O)N1CCN(c2ccc(C(C)=O)cc2F)CC1	-0.8	8.9	2.4	i	-6.6	i	-1.2	-9.7	-5.3	1.4
CC(C)NC(NC(=O)/C=C/c1ccccc1)C(Cl)(Cl)Cl (stereo not drawn)	-1.4	10.3	1.6	i	-3.2	i	-1.8	-4.4	-0.4	1.9
COCc1nn2c(N)c(-c3ccccc3)cnc2c1-c1ccccc1	-1.9	-3.7	-1.9	·	-4.8	i	12.8	11.0	1.0	2.2
CCOc1ccc(-c2nc3n(c(=O)c2C#N)CCCS3)cc1	-0.6	2.4	0.8	i	-1.0	i	-14.1	-4.5	8.2	-5.5
Cc1onc(-c2ccccc2)c1C(=O)N/N=C/c1c[nH]c2ccccc12	2.1	-3.7	-3.6	i	-5.5	i	-6.4	1.6	0.8	-6.1
COCCN(C(=O)CSc1nnc(Nc2ccccc2F)s1)c1c(N)n(Cc2ccccc2)c(=O)[nH]c1=O	-1.0	3.1	-0.8	i	2.9	i	1.4	-2.9	0.3	0.9
Cc1ccc(CNC(=O)c2cc(-c3ccccc3)n(Cc3cc(C)no3)n2)cc1	1.1	-3.4	1.6	i	-1.6	i	1.6	-17.6	-2.9	-0.7
CCc1nc2ccc(C(=O)N(C)CCCN(C)C)cn2c1N(CC)CCOC	-1.6	1.5	0.9	i	4.2	i	-2.6	·	-1.1	1.4
COC(=O)C(CO)Nc1ncnc2onc(-c3ccc(F)cc3)c12 (stereo not drawn)	-0.4	-1.8	4.3	i	5.5	i	0.0	-9.1	-0.1	1.7
CCOC(=O)N1CCC(NC(=O)C(C)n2c3ccccc3c3cnn(C)c(=O)c32)CC1 (stereo not drawn)	-3.6	3.9	-0.2	i	7.1	i	-1.0	-3.3	-1.8	-2.3
CCNC(=O)NC(=O)C(C)OC(=O)c1oc2ccc(OCC)cc2c1C (stereo not drawn)	0.5	-5.1	-5.6	i	4.2	i	-0.1	-7.2	-0.6	4.1
COCCN(CCOC)c1nc(-c2ccc(Cl)cc2)nc2ccccc12	10.0	-2.9	-0.9	i	0.1	i	0.9	3.0	1.9	2.8
CCOC(=O)C1CCN(CCC(=O)Nc2cc(C)ccc2C)CC1	-0.4	-2.2	0.9	i	-3.0	i	2.4	-2.0	-1.6	2.2
O=C1C=C(/C=C/c2ccccc2)C[C@@H](c2ccc(F)cc2)C1	1.8	2.0	0.0	i	2.5	i	-25.9	-7.7	2.0	-3.2
COc1cccc(OCc2cc(C(=O)N3CCNC(=O)C3Cc3ccccc3)no2)c1 (stereo not drawn)	0.5	-2.1	1.0	i	-2.1	i	0.9	-3.5	0.0	-1.7
CCCOC1CCCN(C(=O)c2cc(COc3ccc(-n4cncn4)cc3)on2)C1 (stereo not drawn)	-0.8	-1.6	2.2	i	3.1	i	2.2	-1.1	0.7	-0.8
CNC[C@@H]1OCc2ccccc2-c2c(n(C)c3ccccc23)C(=O)N([C@H](C)CO)C[C@H]1C	-2.5	-6.5	0.0	i	-0.9	i	5.2	·	-0.8	5.2
Cc1c(C(=O)N2CCOCC2)[nH]c2c1C(=O)CC(c1ccccc1Cl)C2 (stereo not drawn)	-0.2	-1.8	-3.7	i	2.6	i	-1.0	-6.3	-1.2	3.1
Next section.
SMILES	LMPTP block	NadD inh	Rin1 Abl inh	Neddylation inh	CSN deneddyl inh	Rpn11 block	SUMO1-SIM PPI	Scp-1 inhibitor	STEP block	DNMT1 block
Fc1ccc(-c2nnc(CN3CCN(c4ncc(C(F)(F)F)cc4Cl)CC3)o2)cc1	1.2	6.4	-1.2	i	0.8	i	-1.0	-10.5	4.5	2.2
COC(=O)c1[nH]c2ccc(C)cc2c1NC(=O)CN1CCc2cc(OC)c(OC)cc2C1	3.4	1.6	-0.1	i	-0.7	i	-5.9	-2.2	-0.3	-5.2
Cn1c(CNC(=O)CNS(=O)(=O)c2ccc(F)cc2F)cc(=O)n(C)c1=O	-1.0	-2.2	-0.6	i	0.2	i	1.3	6.8	-1.6	3.2
CC(C)CNC(=O)COC(=O)c1cc(S(=O)(=O)N2CCCCC2)ccc1N1CCOCC1	-1.2	-5.9	-3.2	i	-2.0	i	-3.1	-2.2	2.1	0.5
C=CC(=O)Nc1cccc(Oc2cc(Cl)nc3[nH]ccc23)c1	1.1	-1.0	1.8	i	0.4	i	-0.5	-10.7	-5.8	-29.8
Cc1cc(C)cc(Oc2coc3cc(O)ccc3c2=O)c1	-0.5	3.4	-2.1	·	0.1	i	8.3	-8.3	-0.5	-0.2
CC(=O)c1cccc(NC(=O)CC2Oc3ccc(C)cc3NC2=O)c1 (stereo not drawn)	-0.9	4.8	3.0	i	0.5	i	5.8	-4.1	1.9	-3.8
COc1ccc(C(=O)Nc2ccc(Cl)cn2)cc1Cl	0.1	-1.5	3.4	i	6.5	i	1.7	9.8	2.3	1.1
CC(=O)c1ccc(CCCCCCCCCC(=O)O)s1	0.8	-2.5	-1.4	i	1.0	i	4.3	-8.3	4.1	2.6
Cc1nc2ccccc2n1CCc1nc2c3ccccc3nc(=S)n2[nH]1	4.6	5.3	-2.0	i	1.6	i	5.8	-6.0	2.7	3.5
COc1ccc(C)cc1NC(=O)c1cc(-c2ccccc2)nc2c1cnn2C(C)C	3.6	-10.2	3.6	i	-2.8	i	2.1	-14.2	3.0	-4.9
CCNC(=O)n1cc(-n2cncn2)c(-c2ccc(Cl)cc2)n1	-0.6	0.1	-3.1	i	0.7	i	-0.3	-4.0	-1.2	0.7
O=C(Nc1c2c(nn1-c1ccccc1)CS(=O)C2)c1ccc(S(=O)(=O)N2CCOCC2)cc1 (stereo not drawn)	-0.4	3.5	4.1	i	4.2	i	-0.2	1.0	-1.1	3.0
CN1OC[C@@H]2CN[C@H](c3cccc(Oc4ccccc4)c3)C[C@@H]21	-0.5	5.4	-1.9	i	1.9	i	-1.3	·	0.4	0.2
O=C(NC1CCS(=O)(=O)C1)c1ccc(S(=O)(=O)N2CCCC2)cc1 (stereo not drawn)	0.4	-16.1	0.9	i	0.0	i	1.5	-10.2	-1.0	3.0
O=C(O)CNC(=O)C(Cc1ccccc1)NC(=O)OCc1ccccc1 (stereo not drawn)	-0.1	-0.5	3.8	i	-0.4	i	-1.3	3.5	-2.4	0.3
CCOC(=O)C1=C(O)CSC1=Nc1cccc(Cl)c1	-1.8	-2.1	-0.8	i	-2.1	i	1.5	-13.1	-4.0	0.5
Cc1cccc(NC(=O)CSc2cccc[n+]2[O-])c1C	-2.1	2.3	0.4	i	5.4	i	-1.4	-9.6	-2.5	14.9
COc1cc(/C=N\NC(=O)CNC(=O)C2COc3ccccc3O2)ccc1O (stereo not drawn)	-0.5	-5.6	-0.9	i	-4.6	i	-3.1	-1.4	-1.2	9.4
CC(=O)c1ccc(NC(=S)NC(=O)CC(C)C)cc1	-0.1	0.1	2.6	i	0.5	i	-0.3	-5.1	-1.6	-0.6
COc1ccccc1N1CCN(/N=C/C(Cl)=C/c2ccccc2)CC1	3.2	-1.1	2.0	i	3.2	i	-8.6	-6.6	1.3	4.6
CCOc1ccc(N(CC(=O)Nc2ccccc2OCC)S(=O)(=O)c2c(C)noc2C)cc1	4.0	-2.9	0.3	i	3.4	i	4.5	-20.4	-1.2	-5.1
CCCCNC(=S)N=Nc1c(O)[nH]c2ccccc12	1.0	1.3	0.1	i	-1.3	i	-0.7	0.7	0.0	1.6
Cc1cccc(NC(=O)COc2cccc3c2CCNC3=O)c1	-2.1	-2.3	1.4	i	1.9	i	1.9	·	-2.9	7.1
COc1ccc(CN2CCN(C(=O)CN3C(=O)C4C5C=CC(C5)C4C3=O)CC2)c(OC)c1OC (stereo not drawn)	-0.6	-1.8	-3.7	i	5.1	i	1.8	-2.2	-1.6	-3.2
Next section:
SMILES	LMPTP block	NadD inh	Rin1 Abl inh	Neddylation inh	CSN deneddyl inh	Rpn11 block	SUMO1-SIM PPI	Scp-1 inhibitor	STEP block	DNMT1 block
COc1ccc(S(=O)(=O)N2CCC(C(=O)NCc3ccc(C)cc3)CC2)cc1	-0.9	-5.3	1.6	i	-0.1	i	6.0	-12.4	-1.3	-2.3
O=C(NN=Cc1ccc2c(c1)OCO2)NN=Cc1ccc2c(c1)OCO2	1.4	2.7	-0.6	i	-1.2	i	-8.0	-2.2	-0.7	-5.2
COC(=O)c1cccc2c1NC(=O)C2=O	-2.1	-1.4	-3.4	i	5.5	i	0.0	-0.7	0.6	-18.7
CC(C)(O)C#Cc1ccc(C(=O)N2CCCC(CNS(=O)(=O)c3cccs3)C2)o1 (stereo not drawn)	-0.7	-0.8	1.5	i	4.7	i	1.4	-3.4	0.5	-1.5
O=C1CCCc2c1cnc1ncnn21	-1.5	4.7	3.2	i	-4.1	i	0.9	-5.1	0.9	-5.5
CC(NC(N)=O)C(=O)OCc1ccc(Cl)cc1Cl (stereo not drawn)	0.2	1.5	-0.8	i	0.3	i	0.4	-1.0	-1.2	2.8

Rewritten field by field: two of the compounds above
COc1ccc(S(=O)(=O)N2CCC(C(=O)NCc3ccc(C)cc3)CC2)cc1
  LMPTP block = -0.9	NadD inh = -5.3	Rin1 Abl inh = 1.6	Neddylation inh = i	CSN deneddyl inh = -0.1	Rpn11 block = i	SUMO1-SIM PPI = 6.0	Scp-1 inhibitor = -12.4	STEP block = -1.3	DNMT1 block = -2.3
O=C(NN=Cc1ccc2c(c1)OCO2)NN=Cc1ccc2c(c1)OCO2
  LMPTP block = 1.4	NadD inh = 2.7	Rin1 Abl inh = -0.6	Neddylation inh = i	CSN deneddyl inh = -1.2	Rpn11 block = i	SUMO1-SIM PPI = -8.0	Scp-1 inhibitor = -2.2	STEP block = -0.7	DNMT1 block = -5.2
